Screens from PubChem.
SNCA expr inhib: SNCA gene expression inhibition; HEK-293 SNCA-luciferase knock-in, luminescence, 24 h; Potency, µM (series often up to 57.2 µM), for inactives: top-dose activity change, negative = inhibition, usual class: inhibitors; actives 0.17% (n = 140,000); AID 1671194;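 further: potency means the concentration at half of the fitted maximal effect; plate controls were DMSO cells for no effect and cell-free wells for full effect; nearly all actives have a fitted effect of over 45% in size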
IP6K1 inh: blocks human inositol hexakisphosphate kinase 1; Q92551; IP6K1 kinase, ADP-Glo luminescence, 2 h; stronger effect = lower value; activity change, % (series mostly up to about 58 µM); actives 0.81% (n = 140,000); AID 1645851; in the data active means activity change below about -25%
Target sequence (Q92551 whole entry, looked up): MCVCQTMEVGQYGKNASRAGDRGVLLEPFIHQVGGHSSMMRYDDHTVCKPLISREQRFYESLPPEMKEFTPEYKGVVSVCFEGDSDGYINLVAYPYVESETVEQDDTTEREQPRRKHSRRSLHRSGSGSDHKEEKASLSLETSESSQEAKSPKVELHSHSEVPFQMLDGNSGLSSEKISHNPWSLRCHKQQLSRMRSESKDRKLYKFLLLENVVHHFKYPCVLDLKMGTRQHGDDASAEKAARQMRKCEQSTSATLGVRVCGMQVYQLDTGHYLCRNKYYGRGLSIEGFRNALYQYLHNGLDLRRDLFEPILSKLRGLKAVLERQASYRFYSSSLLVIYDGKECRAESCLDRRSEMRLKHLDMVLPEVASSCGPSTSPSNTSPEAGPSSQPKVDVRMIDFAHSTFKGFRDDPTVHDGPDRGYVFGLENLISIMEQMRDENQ
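ADP-Glo luminescence measures ADP made by human IP6K1 during a 2 h RT reaction with ATP/IP6 (mix at 1.3 mM/130 uM); top library doses 57.5 and 19.1 uM final.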
Luciferase inh: inhibitors of firefly (Photinus pyralis) luciferase. Potency, µM (titrated, usually from 115 µM), without a hit: at the highest dose activity change, negative = inhibition, most hits filed as inhibitors. actives 2.5% (n = 76,000). AID 1347043. P08659. purified P. pyralis luciferase, luminescence, biochemical; further: potency means the concentration at half of the fitted maximal effect; nearly all actives have a fitted effect of over 65% in size
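FLuc 10nM, D-luciferin 10uM, ATP 10uM, Mg acetate 10mM, Tris acetate pH 7.5, Tween/BSA; cpd qHTS; enzyme added last; CCD luminescence.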
HEK293 tox: cytotoxic compounds in HEK 293 cells; HEK 293 viability, ATP luminescence (CellTiter-Glo), 48-72 h; Potency, µM (top dose mostly 115 µM), for inactives: at the highest dose activity change, negative = cytotoxicity, most hits filed as inhibitors; actives 6.6% (n = 94,000); further: potency means the concentration at half of the fitted maximal effect; nearly all actives have a fitted effect of over 60% in size
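ATP-coupled CellTiter-Glo luminescence served as viability read-out, recorded 10 min after reagent addition at room temperature. HEK 293 cells, 250 cells/well, had been incubated with pintool-transferred compound for 48 or 72 hr at 37 degree Celsius.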
NIH3T3 tox: cytotoxic compounds in NIH 3T3 cells; NIH 3T3 viability, CellTiter-Glo ATP luminescence, 48-72 h; Potency, µM (series often up to 96.7 µM), inactives show top-dose activity change, negative = cytotoxicity, hits mostly inhibitors; actives 4.3% (n = 94,000); further: potency means the concentration at half of the fitted maximal effect; nearly all actives have a fitted effect of over 55% in size
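Viability of NIH 3T3 cells after 48 or 72 hr compound treatment at 37 °C was assessed by CellTiter-Glo, with luminescence imaged following a 10 min room-temperature step.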
HEK293 viab: counter-screen for SNCA expression inhibitors: cell viability | actives 0.12% (n = 150,000) | Potency, µM (doses to about 57.1 µM), for the others: at the top dose activity change, negative = cytotoxicity, usual class: cytotoxic | HEK-293-SNCA-luc viability, GF-AFC fluorescence, 24 h;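 further: potency means the concentration at half of the fitted maximal effect; 0% = DMSO-treated cells and -100% = medium-only wells without cells; nearly all actives have a fitted effect of over 30% in size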
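HEK-293-SNCA-luc cells (1500/well) plated 24 h, then exposed 24 h to a dilution series; GF-AFC added 30 min at 37C, fluorescence 405/540 nm; normalised to medium-only and DMSO wells, Hill fit.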
GPT2 inh: inhibitors of human GPT2 alanine aminotransferase; actives 0.25% (n = 100,000); Potency, µM (doses to about 57.7 µM), for inactives: at the top dose activity change, negative = inhibition, most hits filed as inhibitors; Q8TD30; Recombinant GPT2, coupled pyruvate oxidase/HRP Amplex Red fluorescence; AID 1671188; further: potency means the concentration at half of the fitted maximal effect; nearly all actives have a fitted effect of over 60% in size; many of its hits are not listed in these tables
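Fluorescence of coupled pyruvate oxidase/HRP/Amplex Red system (50uM Amplex, 30 min, dark) reports pyruvate formed by GPT2. Enzyme reaction: 10ng/uL GPT2, 2mM L-alanine, 250uM a-KG, 30 min room temperature, pH 7.5; 50uM AOA control.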
* marks the source's active call; other numbers are inactive results; i = inactive; u = inconclusive; x = no result given; [ ] = dose if it differs, or a comment. Unless noted, the call rests on the fitted dose curve; in most records, active means well fitted curve in the direction sought with a large enough effect; inconclusive means small, poorly fitted or top-dose-only effect, or another doubt; inactive means no such curve, though single readings can be large; an effect the other way counts as inactive or inconclusive. Unless noted, on the % scale 0 is the no-effect control and ±100 the full control effect. Rows were taken by chance (roughly 7.8% active in at least one column).

SMILES	SNCA expr inhib	IP6K1 inh	Luciferase inh	HEK293 tox	NIH3T3 tox	HEK293 viab	GPT2 inh
COc1ccc(NC(=O)C2CCCN2S(=O)(=O)c2ccc3c(c2)CCCC(=O)N3)cc1Cl (configuration not stated)	29%	-10	x	x	x	-1%	x
CN1C(=O)Cc2cc(S(=O)(=O)CCC(=O)Nc3ccc(OC(F)(F)F)cc3)ccc21	u	-4	x	x	x	0%	x
CCn1ncc(N2CCCC(CC(=O)N3CCCCC3)C2)cc1=O (configuration not stated)	26%	46	7%	-1%	-15%	-4%	i
CCc1ccc(CN2CCCC(CNC(=O)c3cccc(OC)c3OC)C2)o1 (configuration not stated)	3%	11	7%	u	-3%	-9%	u
CC(=O)c1ccc(NC(=O)CSc2nnc(NC(=O)NC3CCCCC3)s2)cc1	-28%	-7	x	x	x	-1%	x
CCOC(=O)c1cnc2c(ccc3ccccc32)c1Nc1ccc(OCC)cc1	4%	-9	x	x	x	4%	x
Cc1ccc(NC(=O)CSc2ncn[nH]2)cc1C	23%	3	x	x	x	-2%	x
Cc1nnc(SCC(=O)NCc2ccccc2Cl)c2nn(-c3ccccc3)c(C)c12	18%	6	x	x	x	6%	x
Cc1c(Cl)ccc2sc(N3CCN(C(=O)C(C)C)CC3)nc12	84%[activator]	33	x	x	x	11%	x
CN(CC1CCOCC1)C(=O)c1ccccc1	u	17	4%	5%	i	5%	-3%
c1ccc(O[C@H]2COCCN(c3nc4ccccc4s3)C2)nc1	42%[activator][87.6 µM]	1	-6%[172 µM]	u	-9%[138 µM]	6%[87.6 µM]	5%[88.5 µM]
CCOC(=O)C1(Cc2cccc(C(F)(F)F)c2)CCN(Cc2cn(CC)nc2C)CC1	u	13	-2%	20µM*	u	-6%	1%
CC(C)c1noc(C2CCCN(Cc3ccccc3)CCC(=O)NCC2)n1 (configuration not stated)	4%	7	-9%	-28%	-20%	7%	i
COc1cc(CN2CCC3(CC2)CN(c2ccncn2)CC3CO)ccc1F (configuration not stated)	9%	20	-1%	u	-28%	2%[12.5 µM]	i
CCOC(=O)c1cnc2ccc(Cl)cc2c1Nc1ccc(N2CCOCC2)cc1	-26%	-25*	x	x	x	-6%	x
O=C(NC1CCN(c2nccc(Nc3ccccc3Cl)n2)CC1)c1ccccc1F	-13%	-7	x	u	u	-14%	-12%
CC(C)Cn1c(=O)c(C(=O)N2CCN(c3ncccn3)CC2)nc2cccnc21	109%[activator]	7	x	-9%	u	-7%	4%
CCc1nnc2ccc(N3CCN(C(C)C)CC3)nn12	-5%	-6	-3%	-8%	-15%	-3%	3%
c1ccc(CNC[C@H]2COCc3nc4ccccc4n32)cc1	-17%[87.6 µM]	-12	-3%[172 µM]	u	u	-5%[87.6 µM]	i
CN1C(=O)c2ccccc2Sc2ccc(NC(=O)N3CCN(c4ccccc4F)CC3)cc21	-2%	-4	x	x	x	0%	x
COc1ccc(Cl)cc1NC(=O)CCC1CCCN(C(=O)CCc2c(C)noc2C)C1 (configuration not stated)	27%	8	-8%	u	-16%	-6%	i
COc1ccc(-c2nc3cc(C)ccc3cc2CN2CCN(C)C(CCO)C2)cc1 (configuration not stated)	u	25	-4%	u	-31%	-15%	u
COCCN1CCC(N2CCN(C(=O)c3cc(F)cc(F)c3)CC2)C1=O (configuration not stated)	-9%	-3	3%	-1%	-10%	3%	i
COc1ccc(F)cc1-c1ccc(CN2CCCCC2C(=O)NCc2ccccn2)cc1 (configuration not stated)	x	12	x	25µM*	u	x	x
COc1ccccc1CCNC(=O)C1(c2cccs2)CCOCC1	8%	15	x	x	x	13%	x
SMILES	SNCA expr inhib	IP6K1 inh	Luciferase inh	HEK293 tox	NIH3T3 tox	HEK293 viab	GPT2 inh
COc1ccc2cc(C3CN(Cc4nc(C(N)=O)no4)CCO3)ccc2c1 (configuration not stated)	37%[activator]	-6	-27%	-3%	-27%	-5%	-11%
COc1cccc(-c2cc3c(=O)n(CC(O)c4ccc(C(C)C)cc4)ccn3n2)c1 (configuration not stated)	-8%	0	-9%	u	u	-9%	i
CN(C)c1ccc(-c2ccnc(N[C@H]3CO[C@H]4[C@@H]3OC[C@H]4OC(=O)NC3CCCCC3)n2)cc1	4%	-5	4%	u	-21%	-2%	2%
CN(Cc1ccccc1)C(=O)C[C@@H]1O[C@H](CNC(=O)c2ccc(N(C)C)cc2)[C@@H](O)[C@H]1O	2%	4	5%	-8%	-16%	-2%	-3%
CCCN(CC1CCOC1)S(=O)(=O)c1ccc(F)c(Cl)c1 (configuration not stated)	32%[activator]	-2	-5%	-12%	-23%	-2%	i
CCNC(=O)Nc1ccc2c(c1)CN(Cc1ccc(Cl)cc1)C(=O)C(C)O2 (configuration not stated)	7%	8	-6%	u	u	1%	i
CNC(=O)CN1CCCCC1C(=O)Nc1cccc(-c2cccc(OC)c2)c1 (configuration not stated)	u	-10	-5%	u	-25%	-10%	3%
CCOC(=O)C1CCN(C(=O)C2CCN(S(=O)(=O)c3c(C)noc3/C=C/c3ccc(C)cc3)CC2)CC1	9%	40	x	x	x	u	x
O=C(Cc1ccccc1F)NCCc1noc(-c2cccnc2)n1	2%	3	-5%	6%	-12%	6%[12.5 µM]	i
CCOc1ccccc1NC(=O)CSc1ncc(S(=O)(=O)c2ccc(C)c(C)c2)c(N)n1	-12%	27	x	x	x	3%	x
CCn1c(=O)cc(SCC(=O)NCc2ccccc2OC)c2ccccc21	3%	-3	x	x	x	15%	x
O=C(NCc1ccc(OC(F)(F)F)cc1)C1c2c(F)cccc2C(=O)N1CCc1ccccn1 (configuration not stated)	x	11	x	x	x	-19%	i
COc1ccccc1-c1cc(C(=O)N2CCCC2)nc2c1cnn2C	7%	-12	x	i	0%	0%	-7%
O=C(Cc1ccc(Cl)cc1)Nc1cnccc1C(=O)O	x	-1	x	x	x	14%	i
CCOC(=O)NNC(=O)C1CCC(C)CC1 (configuration not stated)	11%	-4	x	x	x	-3%	x
Cc1ccc(C(=O)N2CCN(c3nnc4c(Cl)cccn34)CC2)cc1	3%	11	-4%	i	-9%	0%	-2%
CS(=O)(=O)N1CCOCCNC(=O)[C@@H]2CCC[C@@H]21	-6%	3	0%	2%	-9%	8%	-8%
CCCS(=O)(=O)N1CCC2(CC1)CC(N1CCN(C(C)=O)CC1)CCO2 (configuration not stated)	42%[activator]	-15	3%	-2%	2%	11%	4%
N#Cc1cnc(N2CCN(Cc3cncnc3)CC2)nc1N	u	17	-4%	i	0%	-1%	0%
CNC(=O)c1cc(C2CC2)nc2onc(C3CCCN(C(=O)c4ccc(C)cc4)C3)c12 (configuration not stated)	x	-8	x	u	u	x	x
Cc1ccccc1CNC(=O)c1ccc(CN2C(=O)NC3(CCOCC3)C2=O)cc1	7%	16	-7%	-2%	i	5%	i
O=C(CN1C(=O)NC2(CCS(=O)(=O)CC2)C1=O)Nc1ccc2c(c1)OCCO2	13%	-1	35µM*	1%	i	-5%	4%
O=C(NC1CCCCC1)NC1CCN(C(=O)N2CC3CC(C2)[C@H]2CCCC(=O)N2C3)CC1 (some centres not stated)	20%	10	-9%	-2%	-7%	1%	u
CCC(C)(C)C(=O)N1CCC2(CC1)CC(N(Cc1ccc(F)cc1)C1CC1)CCO2 (configuration not stated)	-11%	19	9%	45µM*	u	-9%	i

In the list so far, these contain two or more sulfur atoms:
SMILES	SNCA expr inhib	IP6K1 inh	Luciferase inh	HEK293 tox	NIH3T3 tox	HEK293 viab	GPT2 inh
CC(=O)c1ccc(NC(=O)CSc2nnc(NC(=O)NC3CCCCC3)s2)cc1	-28%	-7	x	x	x	-1%	x
CCOc1ccccc1NC(=O)CSc1ncc(S(=O)(=O)c2ccc(C)c(C)c2)c(N)n1	-12%	27	x	x	x	3%	x

Compound profiles, as listed above. Order of screens: SNCA expr inhib	IP6K1 inh	Luciferase inh	HEK293 tox	NIH3T3 tox	HEK293 viab	GPT2 inh
Results for Cc1ccc(C(=O)N2CCN(c3nnc4c(Cl)cccn34)CC2)cc1 : 3%	11	-4%	i	-9%	0%	-2%
Results for CNC(=O)c1cc(C2CC2)nc2onc(C3CCCN(C(=O)c4ccc(C)cc4)C3)c12 (configuration not stated) : x	-8	x	u	u	x	x
Results for CCCN(CC1CCOC1)S(=O)(=O)c1ccc(F)c(Cl)c1 (configuration not stated) : 32%[activator]	-2	-5%	-12%	-23%	-2%	i
